p53 reactivator = restores transcriptional activity of mutant p53; H1299 p53-A138V BP100-luciferase reporter, luminescence, 24 h; Potency, µM (series often up to 92.2 µM), for inactives: at the highest dose activity change, positive = activation, most hits filed as activators; 0.063% of 320,000 active; note: % of control where 0% means no effect; nearly all actives have a fitted effect of over 45% in size
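H1299 (p53-null), stable ts p53-A138V + BP100-Luc; 1000 cells/well, Opti-MEM/10% FBS; cpd 4 pt, 1:5; 24 h, 37 deg C, 5% CO2; detection reagent 10 min RT; luminescence.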
RORg inh = ROR gamma (mouse) transcription inhibition | AID 2551 | P51450 | Potency, µM (highest dose often 53.6 µM), for inactives: at the top dose activity change, negative = inhibition, actives largely listed as inhibitors | Drosophila S2 Gal4-RORgamma UAS-luciferase reporter, 20 h | 5.4% of 310,000 active; note: % is set by controls: 0 for no effect and ±100 for the full control effect; nearly all actives have a fitted effect of over 60% in size
Target sequence (P51450 whole entry, looked up, the tested form may be a part): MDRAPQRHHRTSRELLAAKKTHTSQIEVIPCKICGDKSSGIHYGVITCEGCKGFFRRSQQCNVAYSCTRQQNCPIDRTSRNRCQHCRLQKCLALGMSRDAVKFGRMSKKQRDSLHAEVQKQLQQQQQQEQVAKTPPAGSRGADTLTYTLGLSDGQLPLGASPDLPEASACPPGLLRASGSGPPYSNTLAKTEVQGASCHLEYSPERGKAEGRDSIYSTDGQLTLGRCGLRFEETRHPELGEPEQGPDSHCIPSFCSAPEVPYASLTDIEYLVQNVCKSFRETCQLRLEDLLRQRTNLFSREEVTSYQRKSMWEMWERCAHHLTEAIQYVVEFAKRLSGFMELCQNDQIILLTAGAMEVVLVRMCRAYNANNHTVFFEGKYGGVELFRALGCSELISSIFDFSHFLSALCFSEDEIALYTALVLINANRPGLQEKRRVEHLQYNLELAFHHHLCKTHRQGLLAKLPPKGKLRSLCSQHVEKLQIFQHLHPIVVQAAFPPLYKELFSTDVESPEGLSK
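Luciferase reporter read in Schneider cells carrying Gal4-RORγ (mouse) and UAS-Photinus luciferase; cells given compound 1 h before 700 uM copper sulfate induction, then incubated 20 h at ambient temperature.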
VP16 counter = Gal4-VP16 reporter inhibition counter-screen. Potency, µM (series often up to 53.6 µM), without a hit: top-dose activity, negative = inhibition, hits mostly inhibitors. 3.5% of 310,000 active. Drosophila S2 Gal4-VP16 UAS-luciferase, luminescence, 20 h;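 note: Gal4-VP16 expression switched on by copper sulfate through the metallothionein promoter; % is set by controls: 0 for no effect and ±100 for the full control effect; nearly all actives have a fitted effect of over 50% in size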
BRCA1 expr act = activators of BRCA1 expression. MCF7-BRCA1-FFLuc reporter, luminescence, 48 h; response scale: scaled: vehicle 0%, 10 µM genistein 100%. 1.1% of 380,000 active. AID 624202. Potency, µM (top dose mostly 46.1 µM), for inactives: at the top dose activation, hits mostly activators; note: nearly all actives have a fitted effect of over 80% in size; some results filed as inactive show a strong effect at the top dose
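Quantitative HTS in MCF7 cells stably reporting BRCA1 expression via firefly luciferase. Compound treatment lasts 48 h at 37 °C in phenol-red free MEM. Activation is expressed relative to genistein at 10 microM and DMSO.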
NPC1 prom act = activates the NPC1 promoter; 2.4% of 320,000 active; Huh7 NPC1 promoter luciferase reporter, 24 h; Potency, µM (series often up to 9.22 µM), without a hit: top-dose activation, most hits filed as activators;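 note: % of control where 0% means no effect; nearly all actives have a fitted effect of over 60% in size; reporter is driven by a mutant NPC1 promoter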
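Quantitative HTS used a cell-based reporter: Huh7 cells stably bearing the NPC1 promoter upstream of luciferase were treated with compounds for 24 h, and promoter activation was read as luminescence.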
ELG1 genotoxic = induces genotoxicity in HEK293T cells with luciferase-tagged ELG1 | HEK293T ELG1-luciferase reporter, luminescence, 16 h | Potency, µM (series often up to 46 µM), for inactives: top-dose activity change, positive = activation, usual class: activators | 1.3% of 330,000 active | AID 504466; note: % of control where 0% means no effect; nearly all actives have a fitted effect of over 60% in size
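HEK293T cells expressing luciferase-tagged ELG1 were exposed to compound or DMSO vehicle for 16 hr at 37 °C and 5% CO2. Luciferase activity was then measured with ONE-Glo after 30 min at room temperature.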
FLuc counter = inhibits or activates purified firefly luciferase, miR-21 counter-screen; P08659; 6.9% of 360,000 active; Potency, µM (series often up to 57.5 µM), inactives show at the top dose activity change, negative = inhibition, usual class: inhibitors; purified FLuc, Km substrates, luminescence inhibition;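 note: plate controls were vehicle for no effect and reference inhibitor for full effect; nearly all actives have a fitted effect of over 55% in size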
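Biochemical qHTS of compounds, final roughly 60 µM downward over six points, against 10 nM purified firefly luciferase using Km concentrations of substrates (10 uM D-luciferin, 10 uM ATP) in Tris acetate pH 7.5 buffer; luminescence output.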
uPA generation = cell surface uPA generation inhibition; cell surface uPA generation assay, qHTS; Potency, µM (titrated, usually from 38.3 µM), for the others: at the highest dose activity change, negative = inhibition, hits mostly inhibitors; AID 540303; 0.31% of 330,000 active; active = well fitted inhibition curve with a large enough effect; inconclusive = small, poorly fitted or top-dose-only effect; inactive = no such curve, though single readings can be large or run the other way; tested in mouse RAW 264.7 cells; note: % is set by controls: 0 for no effect and ±100 for the full control effect; nearly all actives have a fitted effect of over 55% in size
Rab9 promoter act = activates the Rab9 promoter; Huh7 Rab9 promoter-luciferase reporter, luminescence, 24 h; Potency, µM (series often up to 9.22 µM), for the others: top-dose activation, negative = inhibition, hits mostly activators; 2.8% of 320,000 active; AID 485297; note: % of control where 0% means no effect; nearly all actives have a fitted effect of over 60% in size
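Huh7 cells stably carrying a Rab9 promoter-luciferase reporter, 1500 cells per well in OP-MEM I with 10% FBS, treated with compound 24 hours at 37C. Luciferase activity read by luminescence after 10 minutes with Amplite reagent.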
MBNL1 CUG block = inhibitors of human MBNL1 binding to CUG repeat RNA. 0.036% of 280,000 active. AID 2675. Potency, µM (titrated, usually from 57.5 µM), for the others: top-dose activity change, negative = inhibition, actives largely listed as inhibitors. TR-FRET MBNL1-His/biotin-(CUG)12 binding, 665/545 ratio. Q9NR56; active = well fitted inhibition curve with a large enough effect in the signal ratio, with a control signal flat, not every such curve was filed as active; inconclusive = small, poorly fitted or top-dose-only effect, or effect the other way, or a change in a side signal; inactive = no such curve, though single readings can be large or run the other way; the % refers to the signal ratio; note: % is set by controls: 0 for no effect and ±100 for the full control effect
Target sequence (Q9NR56 whole entry, looked up): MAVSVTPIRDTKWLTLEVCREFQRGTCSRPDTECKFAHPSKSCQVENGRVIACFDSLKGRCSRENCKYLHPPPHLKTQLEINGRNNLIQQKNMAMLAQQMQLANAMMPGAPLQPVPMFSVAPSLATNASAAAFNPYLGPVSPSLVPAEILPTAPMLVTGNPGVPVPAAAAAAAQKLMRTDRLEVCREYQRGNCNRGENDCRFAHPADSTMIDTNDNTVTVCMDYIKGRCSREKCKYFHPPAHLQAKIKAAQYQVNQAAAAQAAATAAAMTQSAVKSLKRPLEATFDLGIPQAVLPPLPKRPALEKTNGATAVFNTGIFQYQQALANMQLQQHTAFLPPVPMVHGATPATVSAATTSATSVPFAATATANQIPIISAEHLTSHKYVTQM
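MBNL1-His + Biotin-(CUG)12, cpd titration 92 nM–58 uM; Tb anti-His Ab 0.055 ng/ul, SA-XL665 5 nM (final); 60 min RT; ratiometric 665/545 nm, Ex 340 nm; normalized to buffer and full-complex controls.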
Active calls of the source: *; ? = inconclusive; . = no result given; & = joins results of further samples; [ ] = another dose, or the depositor's remark. Unless noted, calls come from the whole dose curve; as a rule, active = well fitted curve in the direction sought with a large enough effect; inconclusive = small, poorly fitted or top-dose-only effect, or another doubt; inactive = no such curve, though single readings can be large; an effect the other way counts as inactive or inconclusive. Potency is the fitted concentration of half-maximal effect. Compounds as they come. Share with any hit: about 13%.

SMILES	p53 reactivator	RORg inh	VP16 counter	BRCA1 expr act	NPC1 prom act	ELG1 genotoxic	FLuc counter	uPA generation	Rab9 promoter act	MBNL1 CUG block
CCOc1ccc(-c2nnn(CC(=O)NCCc3c[nH]c4ccccc34)n2)cc1	-2.0%	33.8%	6.0%	-0.5%[1.84 µM]	-2.5%	-3.6%	-3.4%	-0.2%	-2.5%	-11.1%
CC1(C)Cc2ccccc2-c2nnc(SCC(=O)Nc3nc4ccccc4s3)n21	-3.3%	-21.1%[10 µM]	2.8%	-38.7%	0.1%	-7.1%	0.3%	.	-4.7%	7.2%
O=C(Nc1nc(-c2ccccn2)cs1)C1CCCC1	6.0%	8.91µM*	?	39.5%	28.5%	0.1%	23.9µM*	-3.0%	?	.
CCN(CC)c1ccc(NC(=S)Nc2ccc(F)cc2)cc1	?	8.91µM*	?	8.0%	2.5%	-3.5%	?	-5.8%	6.4%	-5.2%
COc1ccc(C(=O)NC(=S)N(Cc2ccccc2)Cc2ccccc2)cc1	9.8%	0.159µM*	0.562µM*	-36.5%	-5.7%	-9.8%	-2.3%	-5.2%	-2.9%	4.9%
COc1ccc(-c2csc(NC(=O)c3ccccc3OC)c2C(=O)O)cc1OC	.	-13.5%[1.91 µM]	1.2%	4.5%	-10.1%	-3.0%	3.1%	7.8%	-5.7%	-0.2%
CC(=O)NC1CCC(C(=O)O)(c2ccccc2)C1 (stereo not given)	3.3%	-24.5%	0.2%	32.6%	-4.4%	-0.3%	-1.9%	3.6%	-3.3%	1.1%
CCSc1ncc(Cl)c(C(=O)Nc2ccccc2C)n1	19.2%	20.6%	-1.9%	-13.5%	-0.7%	0.6%	0.6%	-12.0%	-1.2%	-10.1%
CC(=O)c1ccc(-n2c(-c3cc(-c4ccco4)[nH]n3)n[nH]c2=S)cc1	2.1%	-25.7%	12.9%	9.0%	-3.8%	2.1%	-2.0%	2.4%	1.6%	2.9%
c1ccc(Cn2nnc3c(Nc4ccc5c(c4)OCO5)nc(C4CC4)nc32)cc1	-1.1%	2.0%	-24.2%	-39.9%	10.3%	5.3%	-0.3%	.	-3.9%	11.2%
COc1ccc(OCCCC(=O)OCC(=O)Nc2c(C)nn(-c3ccccc3)c2C)cc1	3.1%	.	.	-9.0%	0.3%	7.0%	-0.9%	11.2%	-0.9%	.
Cc1cc(C(=O)NC2CCCC2)on1	6.0%	?	-7.5%	3.7%	-1.6%	2.3%	-0.9%	-1.8%	-0.6%	-17.1%
c1ccc(C2Nc3cccc4cccc(c34)N2)cc1	.	?	-21.0%	-49.1%	?	-3.3%	15.1µM*	17.7%	21.9%	4.8%
Cc1c(N=C2NC(=O)/C(=C/c3ccc(O)cc3)S2)c(=O)n(-c2ccccc2)n1C	-8.9%	5.01µM*	?	-8.1%	-2.5%	9.3%	-13.9%	-1.8%	-4.1%	?
CCC(=O)Nc1ccc(-c2nnc(SCC(=O)NCC3CCCO3)n2C)cc1 (stereo not given)	-1.9%	19.8%	-0.4%	-7.5%&0.0%	-2.2%	3.8%	-0.6%	5.6%	-3.9%	1.0%
Fc1ccccc1/C=N/NC(=S)Nc1ccc(Cl)cc1Cl	-3.7%	0.631µM*	1.26µM*	-50.2%	-15.6%	8.7%	-1.7%	-7.5%	-14.9%	1.4%
Cc1c(OCC(=O)NCCCN2CCOCC2)ccc2c3c(c(=O)oc12)CCC3	10.1%	-11.6%	-3.5%	9.3%	6.6%	2.6%	0.9%	-6.2%	-13.5%	-12.3%
COc1cccc(NC(=O)COC(=O)c2ccc(F)cc2F)c1	9.0%	6.0%	12.8%	14.0%	-3.8%	3.5%	?	-0.2%	-1.3%	-3.4%
Brc1ccc2oc3c(N4CCOCC4)ncnc3c2c1	8.9%	31.1%	-9.1%	-15.3%	?	14.8%	15.1µM*	-1.8%	?	244.8%[activator]
O=C(COC(=O)c1ccc(Br)o1)NCC1CCCCC1	-0.8%	.	.	-3.8%	.	0.3%	.	3.0%	.	.
COC(=O)c1cc(NC(=O)Nc2cccc(Cl)c2)ccc1Cl	6.1%	?	?	-54.6%	11.6%	-10.3%	30.1µM*	?	8.6%	9.6%
Cc1cc(NC(=O)CSCC(=O)OC(C)C(=O)c2cc(C)c(C)cc2C)no1 (stereo not given)	0.0%	.	.	-7.0%	-6.7%	?	7.3%	-2.0%	0.7%	.
O=C(NCCc1ccccc1)N1CCCC(CNS(=O)(=O)Cc2ccccc2)C1 (stereo not given)	2.7%	28.8%	13.2%	47.3%	12.1%	3.6%	-1.0%	.	13.4%	4.8%
CN(C)CCCNC(=O)c1cc(C(=O)c2c(Cl)cccc2Cl)c[nH]1	-2.5%	-15.3%	0.0%	-23.8%	-3.4%	-6.6%	-0.4%	3.4%	1.5%	-1.4%
CC(=O)Nc1ccc(NC(=O)CCc2c(C)noc2C)cc1	-5.6%	.	.	3.5%	-2.0%	5.7%	3.7%	2.2%	-0.2%	.
(further entries)
SMILES	p53 reactivator	RORg inh	VP16 counter	BRCA1 expr act	NPC1 prom act	ELG1 genotoxic	FLuc counter	uPA generation	Rab9 promoter act	MBNL1 CUG block
Cc1ccc2nc3ccc(N4CCCC4)nn3c(=O)c2c1	10.5%	-34.8%	-16.1%	?	2.24µM*	?	10.7µM*	-2.1%	1.58µM*	?
O=C(Nc1ccc(Br)cn1)c1cccc(C(=O)Nc2ccc(Br)cn2)c1	?	?	1.26µM*	-36.9%	2µM*	20.6µM*	3.01µM*	0.5%	0.562µM*	-14.1%
O=C(NNC(=O)c1ccccc1O)c1cc2ccccc2o1	17.1%	.	.	2.8%	4.47µM*	?	26.9µM*	-3.1%	?	.
O=C(Nc1cc(Cl)c(O)c(Cl)c1)C1CCCO1 (stereo not given)	-13.0%	-2.4%	-9.6%	-9.1%	1.4%	4.4%	-1.6%	11.8%	0.1%	1.8%
O=C(O)c1ccc(COc2c(F)c(F)cc(F)c2F)o1	-0.9%	6.7%	-2.0%	-0.2%	5.8%	6.2%	-1.1%	.	0.3%	1.0%
CCCn1c(=N)n(CC(O)c2ccco2)c2ccccc21 (stereo not given)	10.5%	-5.6%	5.1%	-9.5%	-2.9%	-0.3%	1.2%	1.4%	-3.0%	14.8%
CCOc1ccccc1Nc1nnc(C)c(=O)[nH]1	-11.2%	20.1%	-0.2%	-1.3%	2.1%	1.0%	-1.2%	3.7%	0.0%	-2.9%
CC(=O)c1c(C)[nH]c(C(=O)Nc2cccc(C#N)c2)c1C	17.3%	0.1%	23.6%	9.8%	9.3%	-0.2%	-3.9%	1.1%	5.3%	3.8%
COC(=O)[C@H](CC(C)C)N(Cc1ccccc1)S(=O)(=O)N(Cc1ccccc1)[C@@H](CC(C)C)C(=O)OC	4.4%	.	.	8.7%	.	-0.2%	.	-4.4%	.	.
COc1ccc(N2C(=O)c3cccc4cccc(c34)C2=O)nn1	-3.5%	-30.6%	-4.1%	-30.0%	1.7%	-0.1%	-5.3%	.	-0.7%	?
COc1cc(/C=C2\CCCc3c2nc2ccccc2c3C(=O)O)cc(Br)c1O	-0.3%	3.2%	-2.1%	-15.4%	-4.1%	-0.5%	?	-0.1%	0.1%	?
O=C(Nc1ccccc1F)NC1CCCc2ccccc21 (stereo not given)	0.7%	7.6%	?	-11.2%	-0.1%	0.0%	-9.0%	-2.7%	8.3%	-12.1%
COc1ccc(NC(=O)CSc2nnc(Cc3ccccc3)c(=O)n2N)cc1OC	-2.4%	.	.	-5.5%	1.2%	-10.3%	-1.2%	-3.8%	-0.2%	.
CCc1nc2ccccc2c(C(=O)OCC(=O)NCCCN2CCCC2=O)c1C	-2.4%	6.4%	-13.6%	-0.1%	15.8%	-2.5%	3.2%	3.6%	-1.4%	3.6%
Cc1c(NC(=O)CCN2C(=O)c3ccccc3C2=O)c(=O)n(-c2ccccc2)n1C	-2.3%	-11.4%	-13.9%	-21.7%	9.0%	-0.3%	0.0%	2.9%	-2.0%	12.5%
CC(=O)c1c(C)[nH]c(C(=O)Nc2cccc(S(=O)(=O)N(C)c3ccccc3)c2)c1C	-4.0%	24.4%	-15.4%	-81.7%[inhibitor]	-12.9%	-17.0%	-8.8%	-4.7%	-7.1%	-7.3%
Cc1nc(-c2ccccc2)sc1C1(C)CC(c2ccc([N+](=O)[O-])cc2)=NO1 (stereo not given)	7.4%	-0.9%	3.3%	23.0%	-7.8%	0.4%	?	-2.5%	-8.4%	28.8%
CCCS(=O)(=O)N1CCCC(C(=O)NCc2ccc(C)cc2)C1 (stereo not given)	-1.6%	-4.3%	-1.3%	-0.7%	0.2%	-0.2%	-1.5%	0.7%	-8.0%	-6.2%
CC1CC(C)CN(CCCn2c(=S)[nH]c3ccccc3c2=O)C1 (stereo not given)	-3.3%	?	?	3.0%	-1.0%	3.6%	-1.3%	0.4%	1.3%	-5.3%
CC(CN1CCN(Cc2ccccc2)CC1)c1ccccc1 (stereo not given)	4.9%	-4.1%	-10.7%	7.9%	-0.1%	-3.4%	0.3%	6.3%	0.2%	-10.1%
COc1ccc(C(=O)COC(=O)[C@H](C)Nc2ccc(C(F)(F)F)cc2[N+](=O)[O-])c(OC)c1	-17.2%	-1.3%	-1.5%	-18.4%	-4.8%	-2.5%	3.6%	1.0%	6.0%	14.5%
